# M1 ag = agonists of human M1 muscarinic receptor; 0.33% of 360,000 active; CHO-K1 hM1, Fluo-8 calcium fluorescence, agonist mode; 0% DMSO, 100% acetylcholine EC100; activation, % at 3 µM;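 active means activation above the run's mean compound activation plus 3 SD, cut at about 16% in these data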;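 further: peak over basal fluorescence ratio within a 140 s kinetic read after compound addition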
# Target sequence (P11229 whole entry, looked up): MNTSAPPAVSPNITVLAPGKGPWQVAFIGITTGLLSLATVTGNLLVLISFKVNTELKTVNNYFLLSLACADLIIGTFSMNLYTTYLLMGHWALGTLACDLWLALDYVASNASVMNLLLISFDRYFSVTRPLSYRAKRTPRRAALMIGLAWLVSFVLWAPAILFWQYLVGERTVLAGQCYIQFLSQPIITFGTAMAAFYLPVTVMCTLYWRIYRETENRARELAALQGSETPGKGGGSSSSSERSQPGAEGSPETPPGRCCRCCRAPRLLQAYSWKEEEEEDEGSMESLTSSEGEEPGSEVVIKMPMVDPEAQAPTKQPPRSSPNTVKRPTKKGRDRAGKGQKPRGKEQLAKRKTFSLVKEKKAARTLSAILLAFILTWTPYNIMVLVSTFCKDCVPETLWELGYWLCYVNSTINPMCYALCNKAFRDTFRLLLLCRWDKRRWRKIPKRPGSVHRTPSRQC
# CHO-K1 Ca ag = nonselective activator or artifact in parental CHO-K1 cells; Fluo-8 calcium fluorescence; scaled to maximal ATP response, vehicle zero; activation, % at 3 µM; 0.48% of 360,000 active; in the data active means activation above about 15%;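 further: untransfected CHO-K1 host cells lacking M1 receptor as counterscreen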
# M1 antag = antagonists of human M1 muscarinic receptor. P11229. CHO-K1 hM1, Fluo-8 calcium fluorescence, ACh EC80 antagonist. inhibition, % at 3 µM. 1.3% of 360,000 active. AID 588852;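 active means percent inhibition above its own plate's cutoff, namely the mean of that plate's compound wells plus 3 SD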;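 further: peak over basal fluorescence ratio during 140 s after agonist addition; 0% = ACh EC80 plus DMSO and 100% = DMSO alone without agonist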
# CHO parental Ca = counter-screen for OX1R antagonists: effect in parental CHO cells; inhibition, % at 5.6 µM; parental CHO-K1, ATP-induced calcium, Fluo-8 fluorescence; 0.63% of 330,000 active; AID 463079;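 active means inhibition above that plate's mean sample inhibition plus 3 SD, cut at about 26% in these data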;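 further: 0% = ATP-challenged DMSO wells and 100% = DMSO wells without ATP; some compounds past the cut are filed as inactive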
#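 Assay system – parental CHO cells · Reagent – ATP stimulus · Detection – intracellular calcium via Fluo-8 no-wash fluorescent dye · Evaluation – percent inhibition of ATP-evoked calcium rise, normalized to controls · Controls – ATP wells versus no-ATP DMSO wells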
# TAAR1 ag = human TAAR1 agonism. activation, % at 3 µM. Q96RJ0. CHO RD-HGA16 TAAR1, Fluo-8 calcium fluorescence; vehicle wells 0%, saturating PEA agonist 100%. 0.99% of 360,000 active;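 active means activation above the mean activation of all test compounds in the run plus 3 SD, cut at about 38% in these data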
# Target sequence (Q96RJ0 whole entry, looked up): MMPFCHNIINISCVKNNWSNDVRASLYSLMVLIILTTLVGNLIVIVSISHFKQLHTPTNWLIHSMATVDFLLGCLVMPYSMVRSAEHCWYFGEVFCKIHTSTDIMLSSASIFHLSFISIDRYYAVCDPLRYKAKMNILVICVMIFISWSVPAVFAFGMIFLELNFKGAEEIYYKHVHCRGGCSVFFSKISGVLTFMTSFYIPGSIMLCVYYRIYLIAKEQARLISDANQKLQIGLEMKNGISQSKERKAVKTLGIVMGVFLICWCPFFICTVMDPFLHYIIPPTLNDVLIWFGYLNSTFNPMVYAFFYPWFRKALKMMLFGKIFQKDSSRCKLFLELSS
#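 Test system: RD-HGA16 (CHO) cells co-expressing Gα16 and hTAAR1 / Benchmarks: DMSO vehicle as 0%, PEA at EC100 as 100% / Repeats: no replicates (n 1) / Measure: % activation from peak over basal fluorescence ratio, DMSO-to-PEA scaled / Timing: 17-24 h plating, Fluo-8 75 min 37 °C, 30 min RT / Technique: kinetic Fluo-8 calcium fluorescence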
# TAAR1 antag = human TAAR1 antagonism. Q96RJ0. CHO RD-HGA16 TAAR1, Fluo-8 calcium fluorescence, antagonist. inhibition, % at 3 µM. 1.5% of 360,000 active. AID 624466;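 active means inhibition above a per-plate cutoff, the mean inhibition of test compounds on that plate plus 3 SD, cut at about 49% in these data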;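 further: 0% = DMSO plus EC80 beta-PEA response and 100% = DMSO alone without agonist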
#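 Assay system: RD-HGA16 CHO cells with stable hTAAR1 and Gα16 / Reagent: EC80 β-phenethylamine stimulus / Doses: 3 µM, single point / Timing: dye loading 75 min at 37 °C, then 30 min room temperature / Measured by: Fluo-8 intracellular calcium dye fluorescence, real-time kinetic reads / Controls: vehicle wells and EC80 agonist wells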
# M1 PAM parental = nonselective activator or artifact in parental CHO-K1 calcium assay. activation, % at 3 µM. ATP EC20, Fluo-8 calcium fluorescence; 0% at ATP EC20, 100% at ATP max. 0.02% of 360,000 active. AID 602247;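 active means activation above the run cutoff, the mean activation of all test compounds plus 3 SD, cut at about 40% in these data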;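 further: peak over basal fluorescence ratio in a 140 s read after ATP addition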
# CHO-K1 Ca antag = M1 antagonist counterscreen hit in parental CHO-K1 cells; ATP-induced calcium, Fluo-8 fluorescence; 0.6% of 360,000 active; inhibition, % at 3 µM;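 active means inhibition above a per-plate cutoff, the plate's mean sample inhibition plus 3 SD, cut at about 24% in these data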;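 further: 0% = DMSO plus EC80 ATP and 100% = DMSO alone without ATP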
# M1 PAM = positive allosteric modulators of human M1 muscarinic receptor; CHO-K1 hM1, Fluo-8 calcium fluorescence, ACh EC20; 0% = ACh EC20, 100% = maximal ACh; activation, % at 3 µM; 0.088% of 360,000 active; AID 588819; in the data active means activation above about 19%, passing the limit was not always enough
# * = called active by the depositor; · = no result given.
SMILES,M1 ag,CHO-K1 Ca ag,M1 antag,CHO parental Ca,TAAR1 ag,TAAR1 antag,M1 PAM parental,CHO-K1 Ca antag,M1 PAM
COc1ccc2c(c1)NC(C)(C)C=C2C,-14,0.2,-3,-10,2,-2,-8,6,-2
COC(=O)C(C)(C)ONC(=O)Nc1ccc([N+](=O)[O-])cc1,-6,1.1,6,9,11,5,13,-6,2
Cc1cc(Cl)ccc1NC(=S)N1CCN(C(=O)C2CCCO2)CC1 (stereo unspecified),-7,0.3,-4,1,0,-15,28,-1,1
Cn1c(SCC(=O)NCCc2ccccc2)ncc(C(=O)Nc2ccc(F)cc2)c1=O,0,15,-4,1,0,1,-5,5,5
Cc1noc(C)c1C(=O)OCC(=O)c1c(N)n(CC(C)C)c(=O)n(C)c1=O,-2,0.6,-6,-9,2,14,-4,0,4
CN(CCc1ccccn1)C(=O)Nc1cccc(Cl)c1,-2,0.7,4,-18,3,-6,6,-11,-4
CCOC(=O)C1=C(c2ccccc2)NC(=O)NC1c1cc(OC)c(OC)c(OC)c1 (stereo unspecified),-3,0.4,7,-13,1,-15,9,-12,19
O=C(Cn1cc2c(n1)CCCC2)NCC1CCCO1 (stereo unspecified),0,-0.8,-25,-12,1,-13,15,-11,14
COCc1cc(C)nc(SCC[N+](C)(C)CC(=O)Nc2ccccc2)c1C#N,-4,4.3,28,-10,-1,-5,10,-2,-13
CC(Oc1ccccc1)C(=O)N1CCC2(CC1)CC(=O)c1ccccc1O2 (stereo unspecified),1,0.1,1,-13,3,-8,6,20,6
CCc1sc(C(=O)Nc2ncccc2O)cc1C,5,0.4,-28,·,0,-3,8,1,25*
Cc1nn(C)c(C)c1CCC(=O)N1CCCC(N2CCN(c3ccc(F)cc3)CC2)C1 (stereo unspecified),-5,1.4,-11,-20,0,-5,16,-13,5
O=C(COc1ccc(Cl)cc1)N1CCN(S(=O)(=O)c2cc(F)ccc2F)CC1,1,2.9,-7,·,2,-6,4,-7,4
Cc1cccc(C(=O)Nc2cc(NC(=O)c3cccs3)ccc2C)c1,-3,-0.3,-16,-17,-1,2,11,-1,5
O=C(O)CCS(=O)(=O)Cc1cccc(Cl)c1,-4,0.2,-5,-3,3,-4,8,-1,6
Cc1ccc(N(C(=O)c2ccc(S(=O)(=O)N3CCOCC3)cc2)C2C=CS(=O)(=O)C2)cc1 (stereo unspecified),-7,-0.4,-1,-8,-1,2,3,5,3
O=C(NCCCN1CCOCC1)c1ccc(CSc2ccc(Cl)cc2)cc1,-6,7.3,-1,5,13,8,3,-14,0
O=S(=O)(N/N=C\c1cn(-c2ccccc2)nc1-c1ccccc1)c1ccccc1,-5,-0.4,-6,-13,10,19,5,-6,3
O=C(N/N=C/c1ccc2c(c1)OCO2)C(=O)Nc1ccccc1Cl,-1,0.4,-6,·,4,-28,-5,-10,2
CCCCCn1c(N)c(-c2nc3ccccc3s2)c2c([N+](=O)[O-])nn(C)c(=O)c21,-2,-0.5,-14,-1,·,·,6,-1,7
COc1ccc(-c2cccc(-c3cc(=O)oc4cc5c(cc34)OCO5)c2)cc1,-2,-0.2,-2,-37,3,-30,7,-4,1
CCCc1nnc(SCC(=O)NC2CC2)n1C,-1,0.5,-15,0,-1,0,7,-18,8
CC(=O)c1ccc(N2CCN(C(=O)c3cn(Cc4ccccc4)nc3-c3cccnc3)CC2)c(F)c1,-6,3.3,1,-19,17,13,1,-18,3
CC(C)OC(=O)c1nnn(-c2nonc2N)c1CSc1ccccn1,-6,0.3,-10,-4,2,0,12,-7,-2
O=C(Nc1cccc(S(=O)(=O)N2CCCCCC2)c1)c1ccc2c(c1)OCO2,-7,2.0,2,-15,4,24,8,-4,-2

# Reprinted from the part before: five compounds, followed by the next part.
SMILES,M1 ag,CHO-K1 Ca ag,M1 antag,CHO parental Ca,TAAR1 ag,TAAR1 antag,M1 PAM parental,CHO-K1 Ca antag,M1 PAM
COc1ccc(-c2cccc(-c3cc(=O)oc4cc5c(cc34)OCO5)c2)cc1,-2,-0.2,-2,-37,3,-30,7,-4,1
CCCc1nnc(SCC(=O)NC2CC2)n1C,-1,0.5,-15,0,-1,0,7,-18,8
CC(=O)c1ccc(N2CCN(C(=O)c3cn(Cc4ccccc4)nc3-c3cccnc3)CC2)c(F)c1,-6,3.3,1,-19,17,13,1,-18,3
CC(C)OC(=O)c1nnn(-c2nonc2N)c1CSc1ccccn1,-6,0.3,-10,-4,2,0,12,-7,-2
O=C(Nc1cccc(S(=O)(=O)N2CCCCCC2)c1)c1ccc2c(c1)OCO2,-7,2.0,2,-15,4,24,8,-4,-2
Cc1cccc(-c2nn(-c3ccccc3)cc2C(=O)Nc2cccc(S(=O)(=O)NC3=NCCC3)c2)c1,-3,2.6,-4,-20,6,36,3,-8,6
O=C(NNC(=O)C1CCCC1)c1ccc(F)cc1,-4,0.5,-1,-7,1,-4,6,-12,4
C1=CCC(CN2CCN(C3CCCCCC3)CC2)CC1 (stereo unspecified),-7,2.6,-6,-7,2,-17,26,-13,-2
CCOC(=O)C1=C(C)N=C2SC(C)C(=O)N2C1c1ccccc1 (stereo unspecified),-7,-0.3,4,-24,0,-18,12,-11,4
COc1cccc(-n2cnnc2SC(C)C(=O)NC2CCCC2)c1 (stereo unspecified),-1,-0.2,0,-12,2,12,-4,-3,3
O=C1c2ccccc2-c2nnc(-c3ccc(F)cc3)cc21,-6,-0.3,-2,-3,7,3,7,3,7
Cc1onc(-c2c(Cl)cccc2Cl)c1C(=O)N1CCN(Cc2ccccc2)CC1,-5,0.3,15,-25,3,-6,-8,-3,3
Cc1cc(C)cc(Oc2ccccc2/C=C\C(=O)O)c1,-2,0.7,-12,6,-1,-2,5,-1,7
O=C(Nc1ccc(N2CCN(C(=O)c3ccco3)CC2)cc1)c1cccc(F)c1,-4,3.1,-2,-26,9,8,22,-5,4
Cc1ccc(S(=O)(=O)N2CCCCC2)cc1NC(=O)COc1ccccc1F,-4,4.7,-8,-8,2,-23,7,-10,2
CCCNc1nc(C)nc2c1cnn2CCc1ccccc1,-1,0.2,-7,-14,0,7,-6,17,8
Cc1cccc(C2c3[nH]c4ccccc4c3CCN2Cc2ccc(C)s2)n1 (stereo unspecified),-14,0.2,-1,-24,3,-10,22,-14,5
O=C(NCCCN1CCN(CCCNC(=O)c2ccccc2F)CC1)c1ccccc1F,-6,-0.4,19,0,1,-14,0,4,-3
N#Cc1ccccc1S(=O)(=O)N1CCC(C(=O)NCc2ccccc2CN2CCCC2)CC1,-9,-0.7,-9,-22,4,-25,-20,5,11
c1ccc(-c2cnc(-c3ccccc3)nn2)cc1,-2,0.3,-6,-6,18,-9,1,-5,9
COc1ccc(C(O)c2nc(-c3ccccc3OC)cs2)cc1 (stereo unspecified),-1,6.2,-3,·,0,-12,-1,11,3
CC(C)Cc1nnc(NC(=O)CCC(=O)N2CCC(C)CC2)s1,-1,1.8,3,-14,13,-4,6,-17,1
CC1(C)Cc2c(c(N3CCOCC3)nc3sc(-c4ccc(C(=O)O)o4)c(N)c23)CO1,0,-0.2,-5,-16,5,15,-8,19,-8
Cc1cccc(NC(=S)NCCc2ccccc2)c1C,-10,-0.2,-3,-24,6,-6,-16,15,0
CCCNC(=O)Cc1c(C)n(C(=O)c2ccc(Cl)cc2)c2ccc(OC)cc12,-6,0.2,1,-24,4,-24,-12,-6,0
O=C1CC(N2CCN(S(=O)(=O)c3ccccc3F)CC2)C(=O)N1c1ccccc1Cl (stereo unspecified),-2,0.7,-6,-5,1,19,-11,10,6
CCCc1cc(C(=O)N2CCCC(Cc3ccccc3C)(C(=O)OCC)C2)no1 (stereo unspecified),-4,1.2,1,-7,-1,0,9,1,-1
CC1(c2cccs2)CC(c2cccs2)=C(C#N)C(=O)N1 (stereo unspecified),-7,0.2,-11,-6,5,-13,17,-5,6
CCCc1nc2oc3c(NCC(C)O)ncnc3c2c2c1CCCC2 (stereo unspecified),-6,1.3,-9,-5,0,-27,9,-6,7
COCC(C)n1c(SCC(=O)c2cc(C)n(C)c2C)nc2ccccc2c1=O (stereo unspecified),-4,-0.7,-2,-14,-1,-28,18,-2,10
# (cont.)
SMILES,M1 ag,CHO-K1 Ca ag,M1 antag,CHO parental Ca,TAAR1 ag,TAAR1 antag,M1 PAM parental,CHO-K1 Ca antag,M1 PAM
CCC(C)C1NC(=S)N(Cc2ccccc2)C1=O (stereo unspecified),-5,-0.5,-4,-20,5,1,-8,10,1
Cn1c2ccccc2c2cc(/C=N/NC(=O)c3ccc(N)cc3)ccc21,-3,1.5,-7,-30,5,10,-12,5,4
COc1ccc(C(=O)C[n+]2cccc(Br)c2)cc1,-9,0.4,13,-12,4,-19,3,0,-5
CCOCCCNS(=O)(=O)c1ccc(NC(=O)c2ccc(OC)c([N+](=O)[O-])c2)cc1,-7,1.4,-10,-1,3,-2,14,-1,9
O=C(Cc1cccs1)NC(c1ccccc1)c1ccccc1,-11,2.4,6,-28,2,6,-1,6,-4
COc1ccccc1NC(=O)c1c(Nc2ccccc2F)sc(C(=O)Nc2cccc(Cl)c2)c1N,-1,2.3,13,42*,16,19,1,15,-2
O=C(Cc1cccc(NC(=O)C2CCN(C(=O)CCc3ccccc3)CC2)c1)Nc1cccc(C(=O)N2CCCCC2)c1,-4,-0.3,-11,·,0,-9,2,2,11
Cc1ccc(-c2nc3c(Cl)cc(C(F)(F)F)cn3c2Cc2ccccc2)cc1,-4,0.2,-8,·,0,-32,6,1,5
COc1ccc(-c2c(=O)n(OC)c3ccccc3[n+]2[O-])cc1OC,-2,0.4,-8,-7,1,0,5,-12,7
O=C(N/N=C\c1ccc(Cl)cc1Cl)c1sccc1-n1cccc1,-1,-0.5,-14,-40,2,-10,6,6,0
CNS(=O)(=O)c1cc(NC(=O)c2cccc3cccnc23)ccc1C,-8,2.2,-7,-15,0,21,10,-2,5
NNC(=O)c1ccccc1OCCOc1ccccc1,0,0.1,-18,-36,-1,21,9,-17,15
CC(=O)Nc1ccc(S(=O)(=O)N2CCN(C(=O)N3CCOCC3)CC2)cc1,-1,0.2,-22,-2,4,-1,0,-2,-1
Cc1ccc(OCCCC(=O)Nc2nccs2)cc1,-2,1.8,-29,-6,11,7,15,-2,2
COc1cc(NC(=O)C2C3CCC(O3)C2C(=O)O)cc(OC)c1 (stereo unspecified),-3,0.8,-13,-6,0,-7,12,-4,5
Cc1nc(CC(=O)Nc2nc(-c3ccccc3)cs2)cs1,-2,2.7,-7,-6,7,12,15,-11,6
Cc1ccc(CN2CC(C(=O)OCc3ccccc3Cl)CC2=O)cc1 (stereo unspecified),-3,0.1,-7,-14,1,-14,-7,-7,2
CCOC(=O)[C@H]1[C@H]2COc3ccccc3[C@@H]2N2C(=O)c3cc(F)c(F)cc3NC(=O)[C@@]12C,-8,-0.2,20,-8,5,-5,-8,1,-12

# From PubChem BioAssay

# Rows were taken by chance, and some 4.4% of all compounds hit somewhere here.
